# Rac1 GTP hydrolysis: MgcRacGAP GTPase-activating activity inhibitors, confirmation, biochemical, ADP Hunter fluorescence; MgcRacGAP-stimulated Rac1 GTP hydrolysis, ADP Hunter fluorescence; higher % means a stronger effect; GST-tagged Rac1 F28L mutant substrate; inhibition, % at 30 µM; hits with a dose series show IC50 in µM; actives 0.6% (n = 340,000); AID 624330, 2012;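 active means first-screen hits whose inhibition reached a set limit at any dose in the follow-up dose series; inconclusive means inhibition above the set first-screen limit but never retested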;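 further: fluorescence reports GDP produced by GAP-driven GTP hydrolysis; strong numbers were not always called active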
# HIV peptide binding: inhibitors of HIV fusion peptide binding, primary screen, biochemical, uHTS, fluorescence dequenching (AID 1986); cell-free peptide binding, fluorescence dequenching, 30 min; higher % means a stronger effect; inhibition, % at 20 µM; hits with a dose series show IC50 in µM; actives 0.3% (n = 290,000); in the data active means inhibition mostly above about 52%, no sharp cut-off; inactive means mostly below about 76%; further: some results filed as inactive read as strong as hits
# GPR55 antagonists: GPR55 antagonists blocking LPI-driven arrestin recruitment, primary screen, imaging, U2OS, beta-arrestin-GFP, LPI agonist (AID 2013); U2OS GPR55 beta-arrestin-GFP translocation imaging, LPI antagonism; higher % means a stronger effect; actives 0.13% (n = 290,000); one-dose inhibition, % at 10 µM; IC50 in µM for titrated hits;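 active means spots per cell inhibited over 60%, with over 100 cells counted and total cytoplasm intensity under 500,000; inconclusive means wells with under 100 cells, flagged as likely toxic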;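 further: U2OS cells stably carrying GPR55 and arrestin-GFP stimulated by 5 µM LPI near EC80; imaged beta-arrestin-GFP aggregate spots per cell after agonist stimulation; plate controls were LPI-stimulated DMSO wells for no effect and DMSO wells without LPI for full effect; some results filed as inactive read as strong as hits; confirmed hits need IC50 under 10 µM and bright autofluorescent wells are also inconclusive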
# GPR55 beta-arrestin: GPR55 agonists via beta-arrestin recruitment, primary screen, imaging, U2OS cells, beta-arrestin-GFP redistribution (AID 1961); one-dose activation, % at 10 µM; EC50 in µM for titrated hits; actives 0.048% (n = 290,000); U2OS GPR55 beta-arrestin-GFP redistribution imaging; higher % means a stronger effect;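 active means activation above 40% with more than 50 cells counted in the well; inconclusive means wells holding fewer than 50 cells, flagged as toxic or sparse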;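 further: U2OS osteosarcoma cells stably expressing GPR55 and beta-arrestin-GFP; plate controls were DMSO negative control for no effect and LPI positive control for full effect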
# SV40 large T antigen: SV40 large T antigen inhibitors, biochemical (AID 1903) | SV40 large T antigen ATPase/helicase inhibition assay; higher % means a stronger effect | inhibition, % at 20 µM; hits with a dose series show IC50 in µM | actives 0.39% (n = 310,000); in the data active means a potency from the dose series; inconclusive means inhibition mostly from about 32% at the one dose, without a potency; inactive means the rest, 99 in 100 with inhibition below about 32%; further: strong numbers were not always called active
# KOR beta-arrestin-1: KOR antagonists, beta-arrestin recruitment, cell-based, luminescence, uHTS (AID 1778); Kappa-type opioid receptor (Homo sapiens); KOR beta-arrestin recruitment, luminescence, antagonist mode; higher % means a stronger effect; one-dose inhibition, % at 10 µM; IC50 in µM for titrated hits; actives 0.091% (n = 290,000); further: strong numbers were not always called active
# HEK293 NOD2/NF-kB: NOD2 signaling inhibitors, cell-based, luminescence, uHTS, HEK293 (AID 1566). inhibition, % at 4 µM; hits with a dose series show EC50 in µM. actives 0.63% (n = 290,000). HEK293 NOD2/NF-kB luciferase reporter, luminescence; higher % means a stronger effect; further: many of its hits are not listed in these tables
# NOD1 inhibition: NOD1 signaling inhibitors, primary screen, cell-based, luminescence, uHTS (AID 1578); NOD1-driven NF-kB luciferase reporter cells, luminescence; higher % means a stronger effect; inhibition, % at 4 µM, or EC50 in µM where a hit was titrated; actives 1% (n = 290,000); in the data active means inhibition mostly above about 36%, no sharp cut-off; inactive means mostly below about 34%;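 further: HEK-293T reporter cells stimulated with the NOD1 agonist gamma-tri-DAP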
# KOR beta-arrestin-2: KOR agonists, beta-arrestin recruitment, primary screen, cell-based, luminescence, uHTS (AID 1777). activation, % at 10 µM, or EC50 in µM where a hit was titrated. Kappa-type opioid receptor (Homo sapiens). KOR beta-arrestin recruitment, luminescence; higher % means a stronger effect. actives 0.02% (n = 280,000); in the data active means activation above about 50%, passing the limit was not always enough; further: a part of the inactive calls stands beside numbers as strong as those of hits
# The depositor's hits bear a star; ? = inconclusive; & = joins results of further samples; [ ] = dose if it differs, or a comment. Unless noted, no stated cut-off is given here; in the data, active means inhibition above about 50%; inactive means the rest. These rows are one share of the data (hit frequency here may not be typical).
No.	SMILES	KOR beta-arrestin-1	GPR55 beta-arrestin	HIV peptide binding	KOR beta-arrestin-2	Rac1 GTP hydrolysis
1	CC(=O)[C@H]1CC[C@H]2[C@@H]3C[C@H](C)C4=CC(=O)CC[C@]4(C)[C@H]3[C@@H](O)C[C@]12C	-28.4%	0.1%	-0.1%	-3.5%	6.5%
2	CC1(C)OC2CC3C4CC(F)C5=CC(=O)C=CC5(C)C4(F)C(O)CC3(C)C2(C(=O)CO)O1 (stereo not drawn)	-24.0%	0.0%	-1.4%	5.7%	-8.3%
3	O=C1NCC2(CCN(CCc3ccccc3)CC2)O1	-1.3%	-0.1%	1.3%	1.1%	4.6%
4	CCOC(=O)C1(CCOc2ccccc2)CCN(Cc2ccc(O)c(Cl)c2)CC1	8.4%[20 µM]	0.4%	-2.7%	-7.8%	12.6%
5	C[C@]12CC[C@H]3[C@@H](CCC4=CC(=O)CC[C@@]43C)[C@@H]1CC[C@@H]2C(=O)CO	-37.8%	-0.2%	-0.5%	-1.6%	2.6%
6	Cc1nc2c3ccccc3nc(NNC(=O)CCC(=O)N3CCN(c4ccccc4)CC3)n2n1	5.6%	-0.2%	-2.6%	0.2%	8.8%
7	Cc1cc(C)nc(/N=C(\N)Nc2ccc(S(N)(=O)=O)cc2)n1	34.0%[20 µM]	0.5%	-0.9%	0.8%	6.7%
8	CN(C)CCCN1c2ccccc2Sc2ccccc21	-8.7%	0.2%	0.3%	3.2%	?

No.	NOD1 inhibition	GPR55 antagonists	HEK293 NOD2/NF-kB	SV40 large T antigen
1	-11.9%	-11.6%	10.6%	17.8%&2.4%
2	-0.7%	2.5%	6.3%	5.0%
3	-5.7%	6.1%	1.3%	-1.8%
4	17.4%	27.2%	-7.9%	24.8%
5	40.4%	15.7%	5.4%	12.6%
6	-24.8%	0.2%	-0.8%	7.5%
7	-19.0%	4.5%	10.2%	21.8%
8	-20.7%	22.8%	14.9%	?
